PKA-R2B act: activates the human PKA-R2B holoenzyme complex | P22694+P31323 | PKA-R2B holoenzyme dissociation, Cy5-IP20 fluorescence polarization; R2B truncated from residue 108, S112A mutant; 0% DMSO only, 100% 113 µM cGMP | activation, % at 11.4 µM | actives 0.079% (n = 340,000) | AID 504700;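 active = activation above a cutoff set at the mean over all compounds plus 3 SD, cut at about 18% in these data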;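 note: higher means more holoenzyme dissociation and a rise in polarization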
Target sequence (P31323 whole entry, looked up, other chains not shown, the tested form may be a part): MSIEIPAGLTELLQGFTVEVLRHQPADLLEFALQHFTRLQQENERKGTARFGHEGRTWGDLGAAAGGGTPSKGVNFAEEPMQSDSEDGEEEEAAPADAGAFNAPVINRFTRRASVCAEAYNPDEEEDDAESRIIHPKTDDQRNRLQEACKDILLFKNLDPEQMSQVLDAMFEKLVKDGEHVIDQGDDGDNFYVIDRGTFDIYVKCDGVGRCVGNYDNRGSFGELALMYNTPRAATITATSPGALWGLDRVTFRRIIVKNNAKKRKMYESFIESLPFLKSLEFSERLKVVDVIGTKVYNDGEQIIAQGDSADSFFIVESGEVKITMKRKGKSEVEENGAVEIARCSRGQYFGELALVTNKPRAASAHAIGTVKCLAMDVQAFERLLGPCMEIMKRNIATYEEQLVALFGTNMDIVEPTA
DSG3 Ab inh: inhibitors of pemphigus antibody binding to human desmoglein-3 | P32926 | DSG3-coupled beads, scFv-anti-DSG3-GFP binding, flow cytometry; active compounds read low | binding (percent of control), % at 10 µM | actives 0.48% (n = 310,000) | AID 588358;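 active = binding more than 3 SD below its plate's average and above zero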;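 note: hits lower antibody fragment binding to DSG3; some compounds called inactive have numbers as strong as hits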
Arr AP2 block: inhibitors of human beta-arrestin and AP2 interaction | actives 0.31% (n = 340,000) | AID 504490 | FITC-arrestin peptide / GST-AP2 beads, flow cytometry; AP2 beta2 appendage carries R879A mutation | inhibition, % at 10 µM;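 active = inhibition above a set limit, near 3 SD of compounds lacking own fluorescence, cut at about 54% in these data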;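 note: plate controls were DMSO wells for no effect and 5 µM unlabelled arrestin peptide for full effect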
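Material – GST-tagged AP2 beta2-adaptin appendage (R879A) on 4 µm glutathione beads · Probe or stimulus – fluorescein-tagged arrestin peptide at 50 nM final · Timing – 12 min plus 1 h, RT · Detection – bead flow cytometry, FITC channel · Read-out basis – inhibition as reduced fluorescein signal on beads, percent · Medium – PBS plus Tween 20 (0.05%) and BSA (0.1%)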
DAGLB inh: blocks human DAGLB lipase activity. Q8NCG7. HEK293T DAGLB membrane lysate, EnzChek fluorogenic substrate. inhibition, % at 5.17 µM. actives 0.059% (n = 340,000). AID 504411; in the data active = inhibition above about 34%;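 note: 0% = enzyme with vehicle and 100% = wells lacking enzyme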
Target sequence (Q8NCG7 whole entry, looked up): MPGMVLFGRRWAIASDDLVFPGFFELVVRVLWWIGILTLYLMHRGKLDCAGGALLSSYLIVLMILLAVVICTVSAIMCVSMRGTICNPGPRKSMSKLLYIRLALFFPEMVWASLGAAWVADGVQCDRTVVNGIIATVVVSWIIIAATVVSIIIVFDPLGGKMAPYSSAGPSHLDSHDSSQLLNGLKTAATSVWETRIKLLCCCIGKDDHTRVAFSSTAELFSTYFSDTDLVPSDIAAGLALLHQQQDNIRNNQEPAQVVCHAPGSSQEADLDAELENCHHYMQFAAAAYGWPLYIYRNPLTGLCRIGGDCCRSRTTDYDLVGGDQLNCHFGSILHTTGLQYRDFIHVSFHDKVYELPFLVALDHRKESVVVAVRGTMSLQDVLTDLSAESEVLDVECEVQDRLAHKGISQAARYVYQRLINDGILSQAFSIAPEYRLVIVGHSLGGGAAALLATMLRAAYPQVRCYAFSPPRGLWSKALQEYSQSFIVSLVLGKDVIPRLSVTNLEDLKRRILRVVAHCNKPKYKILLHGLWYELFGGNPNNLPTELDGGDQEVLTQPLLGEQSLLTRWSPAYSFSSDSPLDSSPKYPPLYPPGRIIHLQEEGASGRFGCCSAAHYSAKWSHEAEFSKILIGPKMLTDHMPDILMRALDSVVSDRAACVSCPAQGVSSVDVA
HTR5A inv ag: inverse agonist of human HTR5A in OPRM1-OPRD1 counter-screen; P47898; HTR5A cell line, luminescence, inverse agonism; inhibition, % at 9.3 µM; actives 0.083% (n = 340,000); AID 504634; in the data active = inhibition mostly above about 23%, no sharp cut-off; inactive = mostly below about 18%;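 note: 0% = cells with DMSO and 100% = no-cell wells with DMSO; some compounds called inactive have numbers as strong as hits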
MOR-DOR inv ag: inverse agonists of human mu-delta opioid receptor heterodimerization; actives 0.21% (n = 340,000); P35372+P41143; inhibition, % at 9.3 µM; cell-based MOR-DOR heterodimer luminescence, inverse agonism; in the data active = inhibition above about 22%, passing the limit was not always enough;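 note: 0% = cells with DMSO and 100% = wells without cells with DMSO; values of inactives mirror those of a sister screen read the other way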
V-ATPase pH: regulators of yeast V-ATPase proton transport. actives 0.37% (n = 350,000). S. cerevisiae, pHLuorin cytosolic pH fluorescence. AID 504577. response, % at 10 µM; in the data active = response mostly above about 7.3%, no sharp cut-off; inactive = mostly below about 5.4%; note: actives read high; inactives centre near 0; some compounds called inactive have numbers as strong as hits; reference of the scale not given here
PKA-R1A act: activators of PKA-R1A complex; PKA-R1A dissociation, Cy5-IP20 fluorescence polarization; scaled: DMSO 0%, 113 µM cGMP 100%; P00514+P68181; AID 504707; actives 0.083% (n = 340,000); activation, % at 11.4 µM;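 active = percent activation above the mean of all tested compounds plus 3 SD, cut at about 19% in these data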;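 note: higher means more PKAc released from R1A so a rise in polarization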
OPRM1-OPRD1 ag: agonists of human mu-delta opioid receptor heterodimerization | activation, % at 9.3 µM | cells, OPRM1-OPRD1 heterodimerization, luminescence | actives 0.3% (n = 340,000) | P35372+P41143; in the data active = activation above about 18%;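 note: 0% = vehicle-treated cells and 100% = reference agonist; values of inactives mirror those of a sister screen read the other way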
HTR5A ag: counter-screen for OPRM1-OPRD1 agonists: human HTR5A agonism | P47898 | HTR5A agonist assay, luminescence, cell-based | activation, % at 9.3 µM | actives 0.61% (n = 340,000); in the data active = activation mostly above about 9.5%, no sharp cut-off; inactive = mostly below about 7.6%;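 note: 0% = cells with vehicle only and 100% = reference agonist; strong numbers were not always called active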
* marks the source's active call; other numbers are inactive results; . = no result given.

SMILES	PKA-R2B act	DSG3 Ab inh	Arr AP2 block	DAGLB inh	HTR5A inv ag	MOR-DOR inv ag	V-ATPase pH	PKA-R1A act	OPRM1-OPRD1 ag	HTR5A ag
O=C(Nc1ccc(-c2cnco2)cc1)c1ccc(F)cc1F	4.6	110.3	6.8	-3.2	-31.4	5.0	2.9	-4.2	-0.9	-0.2
CC(C)N1CCc2c(sc(NC(=O)c3ccc(S(=O)(=O)N(C)CC4CCCO4)cc3)c2C(N)=O)C1 (configuration not stated)	-1.9	106.7	-16.1	-3.1	17.4	15.2	0.1	8.7	-4.7	-0.5
COC(=O)[C@@H]1[C@@H](C)N(Cc2ccccc2)C(=O)N[C@H]1c1ccccc1	-11.4	103.8	-2.7	-3.7	-13.4	1.1	4.1	-5.2	-0.2	1.3
COc1ccccc1NC(=O)c1cnc(SC)nc1	11.5	102.7	33.3	-2.2	-4.9	7.5	-0.8	6.4	-1.5	0.3
C=CCNS(=O)(=O)c1nc(C)c(Cl)c(C)c1C#N	3.0	98.5	1.7	-0.9	-7.9	6.7	-0.4	6.2	-1.3	-0.7
CCOc1ccc(CCNC(=O)COC(=O)/C=C/c2cccc(OC)c2)cc1OCC	-11.8	117.4	11.7	-3.2	-0.6	10.4	0.3	-6.8	-1.6	-0.4
O=C(CSc1nncs1)Nc1cc(S(=O)(=O)N2CCOCC2)ccc1N1CCCC1	11.6	92.1	31.0	0.3	5.7	4.3	-2.0	-1.6	-0.8	6.3
O=C1c2ccccc2C(=O)N1Cc1nc2ccccc2c(=O)n1CCN1CCOCC1	-1.1	96.1	21.4	-0.7	-23.0	8.0	-6.0	-4.3	-1.3	4.9
Cc1cc(C(=O)CSc2nnc(-c3ccccc3)o2)c(C)n1CC1COc2ccccc2O1 (configuration not stated)	3.5	106.6	-0.5	-9.8	-4.2	13.5	0.1	-10.5	-2.4	1.6
COc1ccc(/C=C/C(=O)N2CCC(C(N)=O)CC2)cc1S(=O)(=O)N1CCOCC1	-8.6	125.6	-6.6	-0.3	-5.4	1.6	0.4	-14.8	-0.3	1.9
COc1cccc(-c2nnc(NC(C)=O)o2)c1	-7.2	100.4	-8.1	-1.8	-7.6	9.3	-3.9	5.8	-1.8	2.7
CN(C)N1C(N)=C(C#N)C(c2ccccc2F)C2=C1CC(C)(C)CC2=O (configuration not stated)	-3.7	101.2	6.7	-1.8	2.9	14.9	2.2	4.9	-2.6	-0.7
O=C(Nc1nc2c(s1)CCCC2)c1ccc2ncsc2c1	-3.9	101.0	-5.0	-1.2	16.7	-12.6	1.1	-14.9	2.1	-5.7
CCOc1ccc(-c2csc(NNC3=NCCCCC3)n2)cc1	2.4	83.5	4.2	-0.1	3.1	21.2	-3.3	-1.8	-4.2	-1.2
O=C(N/N=C/C1CC2CCC1C2)c1c[nH]c2ccccc12 (configuration not stated)	-12.8	105.6	0.5	-0.3	-4.4	-1.1	2.7	-3.9	0.2	-2.6
CCOC(=O)Cn1c(-c2ccccc2)ccc(C#N)c1=O	-1.1	110.4	8.2	-3.8	17.4	4.5	3.3	6.5	-0.9	3.6
O=C(/C=C/c1ccc(Cl)c([N+](=O)[O-])c1)Nc1cccc(NC(=O)c2ccco2)c1	6.5	87.9	9.0	0.5	4.5	-28.0	8.8*	-0.2	3.9	-1.7
COc1cc(OC)cc(C(=O)NNC(=O)C2CCC2)c1	-4.0	98.5	.	-0.8	.	.	1.2	-2.6	.	.
COCCNC(=S)N/N=C(\C)c1cc2ccccc2o1	-4.4	104.2	1.2	1.6	3.4	8.3	2.4	-0.5	-1.5	-1.0
Cc1ccccc1C(=O)Nc1ccccc1NC(=O)c1ccccc1C	-6.9	101.2	-4.1	-0.1	-13.5	18.9	1.9	-15.1	-4.0	3.5
CCN(C(=O)CCS(=O)(=O)c1ccc2c(c1)oc(=O)n2C)c1ccc(OC)cc1	0.3	100.0	10.2	1.8	-3.9	11.0	-5.5	0.4	-2.1	1.0
CC(C)(C)c1ccc(C2(C)NC(=O)N(CC(=O)NCc3cccs3)C2=O)cc1 (configuration not stated)	2.4	87.1	-1.2	0.4	-5.0	4.9	-3.9	2.7	-0.8	2.0
CC1(C(=O)NC2CCCCC2)CCC(=O)N1Cc1ccc2c(c1)OCO2 (configuration not stated)	7.6	97.0	32.4	-2.4	-1.9	11.8	3.1	8.7	-2.2	0.7
Cc1ccc(NC(=O)c2cccc(C(=O)OC(C)C)n2)c(Br)c1	-1.6	100.8	-3.6	-11.9	-0.5	1.4	-3.1	-2.4	-0.3	0.2
CCOC(=O)c1c(C)[nH]c(C)c1C(=O)COC(=O)c1ccc(Cl)nc1	1.4	135.8	-7.6	-0.6	3.5	-2.0	-4.7	-6.6	0.4	-0.9
COc1ccccc1CNC(=O)COC(=O)C1CCN(S(=O)(=O)c2c(Cl)cccc2Cl)CC1	0.8	121.3	-2.4	-1.1	-10.6	5.8	-0.1	-2.8	-1.4	4.3
C[C@@H]1CN([C@H](C)CO)C(=O)CCCn2cc(nn2)CO[C@H]1CN(C)S(=O)(=O)c1cccc(F)c1	-1.9	97.8	.	-1.3	.	.	2.6	5.8	.	.
COc1ccc(C(=O)Nc2nc3nc(-c4ccccc4)cc(=O)n3[nH]2)cc1	12.1	97.8	5.3	2.7	-13.0	-3.8	0.9	-10.1	0.7	2.5
CC(NC(=O)COC(=O)C1(C)CC1(Cl)Cl)c1ccccc1 (configuration not stated)	2.9	.	-2.0	0.1	3.6	0.7	0.9	-7.7	-0.2	-1.4
CCn1c(=O)c(=O)n(CC)c2cc(S(=O)(=O)Nc3cc(C)ccc3C)ccc21	3.9	124.6	37.4	-2.0	-6.5	6.2	-1.0	-7.3	-1.2	1.7
COC(=O)c1cc(Br)c(=O)n(CCN(C(C)C)C(C)C)c1	7.9	107.8	5.7	-0.7	12.6	7.7	-0.1	4.1	-1.4	-4.5
O=C(Nc1cccc(O)c1)c1noc2c1CCCCC2	-1.6	121.2	13.1	-5.3	-3.3	-15.7	-1.4	-1.6	2.7	13.9
Cc1[nH]nc(SCC(=O)N2CCOCC2)c1[N+](=O)[O-]	-9.1	82.8	41.8	-0.4	-14.9	15.0	-0.7	-1.9	-2.8	5.5
COc1ccc(/C=N/n2cnnc2SCCO)cc1OC	-2.8	113.1	-2.2	-1.9	-16.8	-1.3	-2.5	-2.6	0.2	-0.4
Nc1nc2cc(Cl)c(Br)cc2o1	-6.6	108.5	14.0	-0.3	3.3	-11.3	1.7	2.1	2.2	-0.8
Cc1cc(C(=O)CCC(=O)N2CCN(c3ccccc3F)CC2)c(C)s1	1.9	99.8	5.0	-5.5	16.2	-3.0	-0.6	7.1	0.6	4.7
c1ccc2c(c1)ncn2CCn1cnc2ccccc21	7.2	.	18.6	-1.5	2.4	19.6	-1.5	-11.2	-3.3	-0.9
COc1ccc(-c2noc(CCC(=O)O)n2)cc1	-10.6	111.0	-3.1	-1.7	-16.5	20.0	2.6	-9.3	-3.8	6.5
COc1ncnc(OC)c1S(=O)(=O)Nc1ccc(C(F)(F)F)cc1	-1.7	111.8	1.0	-5.2	2.5	5.1	1.2	-8.3	-1.1	-0.7
Cc1ccccc1/C=N/N1C(=O)CSC1=S	-3.9	94.7	-0.2	-1.4	5.8	5.3	3.8	-12.2	-1.1	-1.5
O=C(O)C(CCCCN1C(=O)c2ccccc2C1=O)N1C(=O)c2ccccc2C1=O (configuration not stated)	-8.9	103.8	-1.9	-4.4	-3.1	11.0	-0.4	-5.2	-2.0	0.8
CC(=O)Nc1cccc(-c2nnc(SCC(=O)n3c4c(c5ccccc53)CCCC4)n2C)c1	-11.2	99.2	-9.7	1.2	-16.2	3.8	0.0	-4.4	-0.7	-4.6
O=C(COC(=O)c1cccs1)Nc1cccc(S(=O)(=O)NC2=NCCCCC2)c1	3.2	94.7	-5.8	1.6	-9.8	1.2	3.8	-0.4	-0.2	0.1
Cc1ccc(-n2nnnc2C(Cl)c2nnnn2-c2ccc(C)cc2)cc1	-3.0	107.4	2.1	2.1	5.0	-2.1	0.8	-6.5	0.3	1.4
COCCNC(=O)c1cccc(NS(=O)(=O)c2cccc3cccnc23)c1	0.8	107.2	26.0	-0.5	9.3	10.1	-2.6	-1.2	-1.9	-4.0
CC(C)n1cnc2c(N(C)c3cccc(Cl)c3)nc(N(CCO)CCO)nc21	2.1	.	-0.2	5.5	9.6	10.3	1.9	-8.2	-1.8	0.3
CCN(CC(=O)Nc1ccccc1C(=O)OC)S(=O)(=O)c1ccc(OC)cc1	-5.1	91.8	-5.0	-1.8	-0.1	4.1	-1.6	-13.8	-1.0	0.0
Cc1cccc(-n2nc([N+](=O)[O-])c(=NCc3cccnc3)n2O)c1	-4.3	88.1	8.6	1.9	11.1	-42.1	-3.1	5.3	7.6	0.9

5 records drawn at random from those above:
SMILES	PKA-R2B act	DSG3 Ab inh	Arr AP2 block	DAGLB inh	HTR5A inv ag	MOR-DOR inv ag	V-ATPase pH	PKA-R1A act	OPRM1-OPRD1 ag	HTR5A ag
CC(C)n1cnc2c(N(C)c3cccc(Cl)c3)nc(N(CCO)CCO)nc21	2.1	.	-0.2	5.5	9.6	10.3	1.9	-8.2	-1.8	0.3
c1ccc2c(c1)ncn2CCn1cnc2ccccc21	7.2	.	18.6	-1.5	2.4	19.6	-1.5	-11.2	-3.3	-0.9
CCN(CC(=O)Nc1ccccc1C(=O)OC)S(=O)(=O)c1ccc(OC)cc1	-5.1	91.8	-5.0	-1.8	-0.1	4.1	-1.6	-13.8	-1.0	0.0
COCCNC(=O)c1cccc(NS(=O)(=O)c2cccc3cccnc23)c1	0.8	107.2	26.0	-0.5	9.3	10.1	-2.6	-1.2	-1.9	-4.0
O=C(COC(=O)c1cccs1)Nc1cccc(S(=O)(=O)NC2=NCCCCC2)c1	3.2	94.7	-5.8	1.6	-9.8	1.2	3.8	-0.4	-0.2	0.1

More compounds.
SMILES	PKA-R2B act	DSG3 Ab inh	Arr AP2 block	DAGLB inh	HTR5A inv ag	MOR-DOR inv ag	V-ATPase pH	PKA-R1A act	OPRM1-OPRD1 ag	HTR5A ag
CCC(C)C(=O)Nc1nccs1 (configuration not stated)	-4.2	95.6	-6.6	1.2	5.2	1.6	-2.7	-4.0	-0.3	-2.0
Cc1cc(C)cc(NC(=O)Cc2ccc(NC3=NC4CS(=O)(=O)CC4S3)cc2)c1 (configuration not stated)	9.5	105.2	2.5	3.6	4.0	9.4	5.2	-14.1	-1.7	-3.1
CCOc1ccc(NC(=O)n2ncc3c(C)cccc32)cc1	-4.4	96.4	12.2	-4.0	-0.9	-10.4	5.5	4.1	2.3	0.3
O=C(CSc1nnc(-c2cccs2)n1Cc1ccco1)c1ccc2c(c1)OCO2	-11.6	99.8	-8.5	-3.9	10.0	19.5	5.0	-7.3	-4.0	-4.1
COc1ccc(OC)c(N(CC(=O)NCCSc2ccccc2)S(C)(=O)=O)c1	6.2	106.5	4.5	-0.7	13.5	2.4	7.3	-2.8	-0.4	-0.6
S=C(Nc1ccccc1)N1CCN(c2ccccn2)CC1	-4.7	87.0	22.2	-2.8	7.3	7.9	0.6	-10.5	-1.3	2.7

Screening data from PubChem BioAssay.
